BioA inh – blocks M. tuberculosis BioA enzyme activity; purified M. tuberculosis BioA enzyme, plate reader; 360,000 compounds, 0.096% hits; AID 602481; inhibition, % at 9.99 µM; in the data active = inhibition above about 40%
* marks the source's active call; other numbers are inactive results.

C[C@H]1CCCCO[C@@H](CN(C)C(=O)Cc2ccccc2)[C@@H](C)CN([C@@H](C)CO)C(=O)c2cc(NC(=O)Cc3ccccc3)ccc2O1 was read as BioA inh -1.2.
`C[C@H](CO)N1C[C@H](C)[C@H](CN(C)C(=O)Nc2cccc3ccccc23)Oc2ncc(-c3ccccc3)cc2C1=O` gave BioA inh -0.3.
`COc1cccc(-c2cnc3c(c2)C(=O)N([C@H](C)CO)C[C@H](C)[C@H](CN(C)Cc2cccc(C(F)(F)F)c2)O3)c1` gave BioA inh -0.8.
C[C@@H]1CN([C@H](C)CO)C(=O)c2cc(NS(=O)(=O)c3ccc(Cl)cc3)ccc2O[C@H]1CN(C)Cc1ccc(Cl)c(Cl)c1 was read as BioA inh 0.5.
Screening CNC[C@@H]1OCCCC[C@@H](C)Oc2ccc(NC(=O)Nc3ccc(F)cc3)cc2C(=O)N([C@H](C)CO)C[C@@H]1C returned BioA inh -1.3.
For C[C@H]1CN([C@@H](C)CO)C(=O)c2cc(C3=CCCC3)cnc2O[C@H]1CN(C)Cc1cccc(F)c1 the results were BioA inh -0.4.
COCC(=O)N1C[C@H]2[C@@H](c3ccccc31)[C@@H](CO)N2C(=O)C1CCOCC1 was read as BioA inh 0.2.
`COCC#Cc1cnc2c(c1)C(=O)N([C@H](C)CO)C[C@@H](C)[C@H](CN(C)Cc1ccc3c(c1)OCO3)O2` gave BioA inh 6.2.
`CO[C@@H]1CN(C)C(=O)c2cc(C#N)ccc2OCC[C@@H]2CC[C@@H](OC)[C@@H](CN(C)C(=O)[C@H]1C)O2` gave BioA inh 0.5.
Screening C[C@@H]1CN([C@@H](C)CO)S(=O)(=O)c2ccc(C#Cc3ccncc3)cc2O[C@H]1CN(C)S(=O)(=O)c1ccccc1 returned BioA inh 1.8.
C[C@@H]1CCCCO[C@@H](CN(C)C(=O)Nc2ccc(F)cc2)[C@@H](C)CN([C@@H](C)CO)C(=O)c2cc(NC(=O)Nc3ccc(F)cc3)ccc2O1 was read as BioA inh 1.3.
For COc1cccc(C(=O)N2C[C@@H]3[C@H](c4ccccc42)[C@@H](CO)N3Cc2ccccc2Cl)c1 the results were BioA inh -3.3.
`CCCNC(=O)C[C@H]1CC[C@@H]2[C@H](COc3ccc(NC(=O)c4cccs4)cc3C(=O)N2C)O1` gave BioA inh 8.4.
`O=C(C[C@@H]1C[C@@H]2c3cc(NC(=O)C4CCC4)ccc3O[C@@H]2[C@H](CO)O1)NCc1ccc(Cl)cc1` gave BioA inh -2.6.
For CC(C)NC(=O)N(C)C[C@H]1OCCCC[C@@H](C)Oc2ccc(NC(=O)Nc3ccccc3)cc2C(=O)N([C@H](C)CO)C[C@@H]1C the results were BioA inh 0.1.
C[C@@H]1CN([C@@H](C)CO)C(=O)c2cc(C#Cc3ccccc3)cnc2O[C@@H]1CN(C)C(=O)c1ccccc1 was read as BioA inh -0.7.
`O=C(C[C@@H]1C=C[C@@H](NC(=O)C2CCC2)[C@@H](CO)O1)NCc1ccccc1Cl` gave BioA inh -5.7.
Cc1noc(C)c1NC(=O)N(C)C[C@H]1Oc2c(NC(=O)Nc3ccc(F)cc3)cccc2C(=O)N([C@@H](C)CO)C[C@@H]1C was read as BioA inh -1.4.
COc1ccc([Si](C)(C)[C@H]2[C@H](CCO)O[C@@]3(C(=O)N(Cc4ccc(N5CCCCC5=O)cc4)c4ccccc43)[C@@H]2C)cc1 was read as BioA inh 0.3.
Cc1cccc(S(=O)(=O)N[C@@H]2CC[C@H](CCNC(=O)c3cnccn3)O[C@@H]2CO)c1 was read as BioA inh -8.1.
Screening N#C[C@H]1[C@H](c2ccc(C#Cc3ccccc3F)cc2)[C@@H](CO)N1C(=O)C1CC1 returned BioA inh -0.9.
Screening C[C@@H]1CN([C@@H](C)CO)S(=O)(=O)c2ccc(-c3cncnc3)cc2O[C@H]1CN(C)C(=O)c1ccc2c(c1)OCO2 returned BioA inh 1.4.
For COCC(=O)N(C)C[C@@H]1Oc2ncc(Br)cc2C(=O)N([C@H](C)CO)C[C@H]1C the results were BioA inh 2.2.
`C[C@H]1CN([C@@H](C)CO)S(=O)(=O)c2ccc(-c3ccccc3)cc2O[C@@H]1CN(C)C(=O)c1ccccc1F` gave BioA inh 2.2.

Of the compounds above, twelve have a halogen.
`COc1cccc(-c2cnc3c(c2)C(=O)N([C@H](C)CO)C[C@H](C)[C@H](CN(C)Cc2cccc(C(F)(F)F)c2)O3)c1` gave BioA inh -0.8.
C[C@@H]1CN([C@H](C)CO)C(=O)c2cc(NS(=O)(=O)c3ccc(Cl)cc3)ccc2O[C@H]1CN(C)Cc1ccc(Cl)c(Cl)c1 was read as BioA inh 0.5.
Screening CNC[C@@H]1OCCCC[C@@H](C)Oc2ccc(NC(=O)Nc3ccc(F)cc3)cc2C(=O)N([C@H](C)CO)C[C@@H]1C returned BioA inh -1.3.
For C[C@H]1CN([C@@H](C)CO)C(=O)c2cc(C3=CCCC3)cnc2O[C@H]1CN(C)Cc1cccc(F)c1 the results were BioA inh -0.4.
C[C@@H]1CCCCO[C@@H](CN(C)C(=O)Nc2ccc(F)cc2)[C@@H](C)CN([C@@H](C)CO)C(=O)c2cc(NC(=O)Nc3ccc(F)cc3)ccc2O1 was read as BioA inh 1.3.
For COc1cccc(C(=O)N2C[C@@H]3[C@H](c4ccccc42)[C@@H](CO)N3Cc2ccccc2Cl)c1 the results were BioA inh -3.3.
`O=C(C[C@@H]1C[C@@H]2c3cc(NC(=O)C4CCC4)ccc3O[C@@H]2[C@H](CO)O1)NCc1ccc(Cl)cc1` gave BioA inh -2.6.
`O=C(C[C@@H]1C=C[C@@H](NC(=O)C2CCC2)[C@@H](CO)O1)NCc1ccccc1Cl` gave BioA inh -5.7.
Cc1noc(C)c1NC(=O)N(C)C[C@H]1Oc2c(NC(=O)Nc3ccc(F)cc3)cccc2C(=O)N([C@@H](C)CO)C[C@@H]1C was read as BioA inh -1.4.
Screening N#C[C@H]1[C@H](c2ccc(C#Cc3ccccc3F)cc2)[C@@H](CO)N1C(=O)C1CC1 returned BioA inh -0.9.
For COCC(=O)N(C)C[C@@H]1Oc2ncc(Br)cc2C(=O)N([C@H](C)CO)C[C@H]1C the results were BioA inh 2.2.
`C[C@H]1CN([C@@H](C)CO)S(=O)(=O)c2ccc(-c3ccccc3)cc2O[C@@H]1CN(C)C(=O)c1ccccc1F` gave BioA inh 2.2.

Next entries follow:
Screening COC(=O)c1cn(CC(=O)N2CCOCC2)nn1 returned BioA inh -1.6.
COc1ccc(S(=O)(=O)N(C)C[C@H]2Oc3c(NC(=O)Nc4ccc5c(c4)OCO5)cccc3C(=O)N([C@@H](C)CO)C[C@@H]2C)cc1 was read as BioA inh 2.4.
CCOC(=O)C1=CC[C@@H](c2ccc(OC)cc2)[C@@H]1C(=O)c1ccccc1 was read as BioA inh 1.5.
For O=C(Nc1ccc2c(c1)[C@@H]1C[C@H](CC(=O)N3CCc4ccccc4C3)O[C@H](CO)[C@@H]1O2)C1CCOCC1 the results were BioA inh -1.3.
C[C@H](CO)N1C[C@H](C)[C@H](CN(C)C(=O)Cc2ccncc2)Oc2cc(-c3cncnc3)ccc2S1(=O)=O was read as BioA inh -2.1.
Screening COCC(=O)N1C[C@H]2[C@@H](c3ccccc31)[C@H](CO)N2C(=O)C1CCOCC1 returned BioA inh -3.8.
`CN1CCN(C(=O)C[C@H]2C=C[C@@H](NC(=O)Cc3ccccn3)[C@@H](CO)O2)CC1` gave BioA inh -4.0.
For COc1ccccc1CN1C[C@H](C)[C@@H](OC)CN(C)C(=O)c2cc(NC(C)=O)ccc2OC[C@H]1C the results were BioA inh 0.1.
`C[C@@H]1CCCCO[C@H](CN(C)C(=O)Nc2ccccc2)[C@H](C)CN([C@H](C)CO)C(=O)c2cc(NC(=O)c3ccccc3)ccc2O1` gave BioA inh -1.5.
For Cc1ccc(S(=O)(=O)Nc2ccc3c(c2)CC(=O)N([C@H](C)CO)C[C@H](C)[C@@H](CN(C)S(=O)(=O)c2ccc(C)cc2)O3)cc1 the results were BioA inh -2.2.
C[C@@H]1CN([C@@H](C)CO)C(=O)c2cc(NS(=O)(=O)c3ccccc3)ccc2O[C@@H]1CN(C)S(=O)(=O)c1ccccc1 was read as BioA inh 2.0.
`CNC[C@@H]1Oc2ccc(NC(=O)CCN3CCOCC3)cc2C(=O)N([C@H](C)CO)C[C@@H]1C` gave BioA inh -3.4.
CO[C@@H]1CN(C)C(=O)c2cc(NC(=O)Nc3ccccc3)ccc2OC[C@@H](C)N(C(=O)Nc2c(C)noc2C)C[C@@H]1C was read as BioA inh -1.3.
`COc1ccc(NC(=O)N2CCCCN3[C@H](CO)[C@@H](c4ccc(C#CCC(C)C)cc4)[C@H]3C2)cc1` gave BioA inh -0.4.
`CO[C@@H]1CN(C)C(=O)c2ccc(NC(=O)Cc3ccccc3)cc2OC[C@H](C)N(C)C[C@@H]1C` gave BioA inh 1.5.
Screening COc1ccc(S(=O)(=O)Nc2ccc3c(c2)C(=O)N([C@@H](C)CO)C[C@@H](C)[C@@H](CN(C)Cc2ccccc2)O3)cc1 returned BioA inh 0.3.
`N#C[C@@H]1[C@H](c2ccc(C3=CCCC3)cc2)[C@@H](CO)N1C(=O)C1CC1` gave BioA inh -0.9.
O=C(C[C@@H]1CC[C@H]2[C@@H](COC[C@H](O)CN2Cc2ccc(Oc3ccccc3)cc2)O1)N1CCOCC1 was read as BioA inh 9.6.
`CNC[C@H]1Oc2cc(C#CCN(C)C)ccc2S(=O)(=O)N([C@@H](C)CO)C[C@H]1C` gave BioA inh -3.4.
Screening O=C(C[C@@H]1C=C[C@H](NS(=O)(=O)c2ccccc2)[C@H](CO)O1)NCc1ccccc1F returned BioA inh 0.3.
Screening CS(=O)(=O)N1[C@H](CO)[C@H](c2ccccc2)[C@@H]1C#N returned BioA inh -0.4.
Screening CC(=O)N(C)C[C@@H]1Oc2cc(C#Cc3ccccc3)ccc2S(=O)(=O)N([C@H](C)CO)C[C@H]1C returned BioA inh 17.
Screening COCC(=O)N1C[C@@H]2[C@H](c3ccccc31)[C@H](CO)N2C(=O)C1CCCC1 returned BioA inh 0.5.
C[C@@H]1CN([C@@H](C)CO)C(=O)c2cc(NC(=O)Cc3ccccc3)ccc2O[C@@H](C)CCCCO[C@@H]1CN(C)Cc1ccc(C(F)(F)F)cc1 was read as BioA inh -2.0.
For C[C@H](NC(=O)C[C@@H]1C=C[C@H](NC(=O)Nc2ccc3c(c2)OCO3)[C@@H](CO)O1)c1ccccc1 the results were BioA inh 1.5.
`C[C@H](CO)N1C[C@H](C)[C@H](CN(C)Cc2ccc(C(=O)O)cc2)Oc2ncc(C3=CCCCC3)cc2C1=O` gave BioA inh -1.1.
`CC(C)COC(=O)N(C)C[C@@H]1OCc2ccccc2-c2ccccc2C(=O)N([C@@H](C)CO)C[C@H]1C` gave BioA inh 0.6.
For CO[C@H]1CN(C)C(=O)c2cc(NC(=O)Cc3ccccc3)ccc2OC[C@@H](C)N(C(=O)c2ccccc2F)C[C@H]1C the results were BioA inh -0.5.
For C/C=C/c1ccc2c(c1)O[C@@H](CN(C)C)[C@@H](C)CN([C@H](C)CO)S2(=O)=O the results were BioA inh 0.4.
`CN1[C@@H]2Cn3c(ccc(C4=CCCC4)c3=O)[C@H]1[C@@H](C(=O)NC1Cc3ccccc3C1)[C@@H]2CO` gave BioA inh -3.4.
COc1ccc(-c2ccc([C@@H]3[C@H](C#N)N(C(=O)C4CC4)[C@H]3CO)cc2)cc1 was read as BioA inh -7.3.
O=C(Nc1cc(F)ccc1F)N[C@H]1CC[C@@H](CCNC(=O)c2cnccn2)O[C@@H]1CO was read as BioA inh 2.4.
Screening O=C(C[C@H]1CC[C@@H]2[C@H](COC[C@@H](O)CN2Cc2nccs2)O1)N1CCC(Cc2ccccc2)CC1 returned BioA inh -0.9.
Screening C[C@H]1CN([C@@H](C)CO)C(=O)c2cc(NC(=O)Nc3ccccc3)ccc2O[C@@H]1CN(C)C returned BioA inh -0.6.
Screening Cc1ccc(-c2ccc3c(c2)O[C@H](CN(C)Cc2ccccn2)[C@@H](C)CN([C@@H](C)CO)S3(=O)=O)cc1 returned BioA inh 0.0.
`C[C@@H]1CN([C@@H](C)CO)C(=O)c2cccc(NS(=O)(=O)c3ccccc3)c2O[C@H]1CN(C)S(=O)(=O)c1ccc(F)cc1` gave BioA inh 2.8.

Gathered by group, those above with a CF3 group
`COc1cccc(-c2cnc3c(c2)C(=O)N([C@H](C)CO)C[C@H](C)[C@H](CN(C)Cc2cccc(C(F)(F)F)c2)O3)c1` gave BioA inh -0.8.
C[C@@H]1CN([C@@H](C)CO)C(=O)c2cc(NC(=O)Cc3ccccc3)ccc2O[C@@H](C)CCCCO[C@@H]1CN(C)Cc1ccc(C(F)(F)F)cc1 was read as BioA inh -2.0.

Following part:
`C[C@@H]1CN([C@H](C)CO)C(=O)c2cccc(NS(=O)(=O)c3cn(C)cn3)c2O[C@H]1CN(C)C(=O)Nc1ccc2c(c1)OCO2` gave BioA inh -1.6.
`CNC[C@@H]1Oc2c(NS(=O)(=O)c3ccc(OC)cc3)cccc2C(=O)N([C@@H](C)CO)C[C@@H]1C` gave BioA inh 0.0.
Screening Cc1noc(C)c1NC(=O)Nc1cccc2c1O[C@@H](CN(C)S(C)(=O)=O)[C@H](C)CN([C@H](C)CO)C2=O returned BioA inh 3.1.
Screening C[C@H](CO)N1C[C@H](C)[C@H](CN(C)C(=O)c2ccccc2F)Oc2cc(C#CCN(C)C)ccc2S1(=O)=O returned BioA inh 1.6.
`C[C@@H]1CCCCO[C@@H](CN(C)S(=O)(=O)c2cccs2)[C@H](C)CN([C@@H](C)CO)C(=O)c2cc(NS(=O)(=O)c3ccc(F)cc3)ccc2O1` gave BioA inh -2.4.
For O=C(NCC[C@H]1CC[C@H](NC(=O)c2cnccn2)[C@H](CO)O1)Nc1ccc(Cl)cc1 the results were BioA inh 1.1.
`C[C@@H]1CN([C@H](C)CO)C(=O)c2cc(C3=CCCC3)cnc2O[C@@H]1CN(C)S(=O)(=O)c1cn(C)cn1` gave BioA inh -3.7.
For C[C@@H]1CN([C@@H](C)CO)C(=O)c2cccc(NC(=O)C3CCCCC3)c2O[C@@H]1CN(C)C(=O)Nc1ccc(C(F)(F)F)cc1 the results were BioA inh -1.3.
O=C(C[C@H]1CC[C@H]2[C@@H](COC[C@H](O)CN2Cc2ccc(Cl)cc2)O1)NCc1ccccc1Cl was read as BioA inh 1.1.
For C[C@@H]1CN([C@H](C)CO)C(=O)c2cc(-c3cccc(C#N)c3)cnc2O[C@@H]1CN(C)Cc1ccncc1 the results were BioA inh 1.4.
For C[C@H](CO)N1C[C@H](C)[C@H](CN(C)C)OCCCC[C@H](C)Oc2ccc(NS(=O)(=O)c3cccs3)cc2C1=O the results were BioA inh -0.1.

Screening results deposited in PubChem BioAssay by Broad Institute.

This is a subset, so the mix of outcomes need not match the whole.
